Bim-Bcl-W = inhibitors of Bim binding to Bcl-W, primary screen, biochemical, multiplexed, bead-based flow cytometry | 190,000 tested, 0.02% active | Bim peptide-Bcl-W binding | inhibition, % at 10 µM;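 further: 0% = bound tracer without compound and 100% = peptide blocker; higher means less fluorescent Bim peptide bound to Bcl-W beads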
Target sequence (Q92843 whole entry, looked up): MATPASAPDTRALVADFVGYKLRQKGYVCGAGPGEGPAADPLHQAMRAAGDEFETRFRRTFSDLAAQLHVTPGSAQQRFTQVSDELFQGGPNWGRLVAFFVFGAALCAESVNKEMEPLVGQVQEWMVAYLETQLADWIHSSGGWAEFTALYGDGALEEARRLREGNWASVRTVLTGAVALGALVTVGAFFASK
Mcl1-Noxa inh = Mcl-1/Noxa binding inhibitors, primary screen, biochemical, TR-FRET, 1536-well; TR-FRET Mcl-1/Noxa peptide binding, 2 h; inhibition, % at 21.7 µM; 220,000 tested, 1.5% active; AID 1022, 2008;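 active means compounds that cut the protein-peptide binding signal by more than 50% relative to plate controls in a single-dose test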;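 further: His-tagged Mcl-1 with rhodamine Noxa BH3 peptide and terbium anti-His antibody; 0% = Mcl-1 plus Noxa peptide wells and 100% = peptide-only wells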
Target sequence (Q07820 whole entry, looked up): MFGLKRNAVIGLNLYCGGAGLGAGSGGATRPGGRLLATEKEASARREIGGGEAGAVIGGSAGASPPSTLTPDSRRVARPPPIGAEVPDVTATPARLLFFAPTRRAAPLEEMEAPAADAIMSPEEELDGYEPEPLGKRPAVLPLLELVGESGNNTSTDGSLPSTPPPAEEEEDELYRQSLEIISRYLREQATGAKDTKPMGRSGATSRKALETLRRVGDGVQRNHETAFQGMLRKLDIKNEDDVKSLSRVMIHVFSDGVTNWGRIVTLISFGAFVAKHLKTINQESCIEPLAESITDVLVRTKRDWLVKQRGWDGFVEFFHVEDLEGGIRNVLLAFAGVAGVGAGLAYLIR
Mcl-1 Bim block = inhibitors of Bim peptide binding to Mcl-1, primary screen, biochemical, bead-based flow cytometry, multiplex | Induced myeloid leukemia cell differentiation protein Mcl-1 (Homo sapiens), Q07820 | Bim peptide-Mcl-1 binding | inhibition, % at 10 µM | 190,000 tested, 0.1% active | AID 1009, 2008;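 further: 0% = no compound tracer wells and 100% = peptide blocker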
RGS8-Gao reg = RGS8-Galphao binding modulators, primary screen, biochemical, multiplexed bead flow cytometry; actives lie on both sides; response (percent of control binding), % at 10 µM; 220,000 tested, 0.34% active; Guanine nucleotide-binding protein G(o) subunit alpha (Homo sapiens), P09471; in the data active means response below about 60% or above about 140%; inactive means in between;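 further: Galphao activated as the GDP aluminium fluoride complex binding bead-coupled RGS8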
Bim-Bcl-B = inhibitors of Bim-Bcl-B binding, primary screen, biochemical, multiplexed, human Bcl-2 family; 190,000 tested, 0.073% active; inhibition, % at 10 µM; bead-based flow cytometry, Bim peptide-Bcl-B binding; Bcl-2-like protein 10 (Homo sapiens), Q9HD36;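 further: 0% = tracer peptide without compound and 100% = reference inhibitor peptide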
RGS7-Gao reg = RGS7-Galphao binding modulators, primary screen, biochemical, multiplexed bead flow cytometry; AID 1439, 2008; 220,000 tested, 0.35% active; Guanine nucleotide-binding protein G(o) subunit alpha (Homo sapiens), P09471; binding response (% of control), % at 10 µM; actives lie on both sides; in the data active means binding response below about 49% or above about 150%; inconclusive means no clear call, values can overlap the other calls; inactive means in between;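 further: fluorescent Galphao held in activated GDP-AlF4 state binding bead-coupled RGS7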
Bfl-1 Bim block = inhibitors of Bim binding to Bfl-1, primary screen, biochemical, multiplexed, bead-based flow cytometry; Bcl-2-related protein A1 (Homo sapiens), Q16548; Bim-Bfl-1 binding inhibition; inhibition, % at 10 µM; 190,000 tested, 0.12% active; AID 1008, 2008;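 further: 0% = wells without compound plus tracer and 100% = blocker peptide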
Mcl1-Bid inh = Mcl-1/Bid binding inhibitors, primary screen, biochemical, TR-FRET, 1536-well. inhibition, % at 21.7 µM. 220,000 tested, 0.97% active. TR-FRET Mcl-1/Bid-Dy647 peptide binding;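 active means compounds that cut the binding signal by more than half at the single screening dose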;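 further: His-tagged Mcl-1 with europium anti-His antibody binding Bid BH3 peptide; 0% = Mcl-1 plus peptide wells and 100% = peptide-only wells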
Bcl-XL Bim block = inhibitors of Bim-Bcl-XL binding, primary screen, biochemical, multiplexed, bead flow cytometry, human Bcl-XL | Bcl-2-like protein 1 (Homo sapiens), Q07817 | Bim peptide-Bcl-XL binding, fluorescence | inhibition, % at 10 µM | 190,000 tested, 0.04% active
Target sequence (Q07817 whole entry, looked up): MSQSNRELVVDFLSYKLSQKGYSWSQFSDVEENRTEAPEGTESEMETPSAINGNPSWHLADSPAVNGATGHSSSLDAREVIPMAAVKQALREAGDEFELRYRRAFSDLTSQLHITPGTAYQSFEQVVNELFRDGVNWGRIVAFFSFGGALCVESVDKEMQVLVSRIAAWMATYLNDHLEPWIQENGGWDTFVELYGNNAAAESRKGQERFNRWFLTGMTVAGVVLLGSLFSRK
Bcl-2 Bim block = inhibitors of Bim-Bcl-2 binding, primary screen, biochemical, multiplexed, human Bcl-2 family. Apoptosis regulator Bcl-2 (Homo sapiens), P10415. Bead-based flow cytometry, Bim peptide-Bcl-2 binding. inhibition, % at 10 µM. 190,000 tested, 0.06% active. AID 950, 2007; in the data active means inhibition above about 40%; inconclusive means no clear call, values can overlap the other calls;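 further: 0% = no compound wells with probe peptide and 100% = reference peptide inhibitor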
RGS4-Gao reg = modulators of RGS4 binding to Galphao, primary screen, biochemical, multiplexed bead flow cytometry | AID 1415, 2008 | binding response (% of control), % at 10 µM | 220,000 tested, 0.33% active | actives lie on both sides; in the data active means binding response below about 49% or above about 150%; inactive means in between;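 further: fluorescent Galphao activated with aluminum fluoride binding bead-coupled RGS4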
Starred values were filed as active, the others as inactive; ? = inconclusive; . = no result given. Unless noted, no stated cut-off is given here; in the data, active means inhibition above about 40%.

SMILES	Bim-Bcl-W	Mcl1-Noxa inh	Mcl-1 Bim block	RGS8-Gao reg	Bim-Bcl-B	RGS7-Gao reg	Bfl-1 Bim block	Mcl1-Bid inh	Bcl-XL Bim block	Bcl-2 Bim block	RGS4-Gao reg
Cc1ccc(C(=O)N/C(=C/c2cccs2)C(=O)NCCCn2ccnc2)cc1	-2	9	-3	109	-6	100	-1	-5	-5	-2	103
O=C(COc1ccc(Cl)cc1Cl)N/N=C/CCc1ccccc1	-3	-3	-4	92	-2	95	-1	9	0	-2	99
COc1ccc(CCC(=O)Nc2nc3ccccc3[nH]2)cc1OC	2	8	0	100	-3	98	-10	-33	-10	-8	97
O=C(NCc1ccc2c(c1)OCO2)C1CCCN1C(=O)Nc1ccccc1 (centres undefined)	-1	8	-5	100	0	104	0	-8	-2	1	103
COP(=O)(OC)c1nc(-c2cccc3ccccc23)oc1NCc1ccccc1	-2	4	-2	108	-4	109	-1	-7	-2	-1	109
Cc1ccc(Cn2ncc3c(N4CCN(C5CCCC5)CC4)ncnc32)cc1	0	-11	4	98	0	99	-3	-4	-2	-4	102
O=C(COc1ccc(Cl)cc1Cl)NC(=S)Nc1ccc(CN2CCOCC2)cc1	.	5	.	96	.	?	.	-26	.	.	90
COc1ccc(C(=O)N2CCN=C2SC)cc1	-2	-2	-3	94	-5	90	-7	-18	-2	-1	94
Cc1c(C(=O)O)[nH]c2c1C(=O)CC(c1ccc(Cl)cc1)C2 (centres undefined)	0	6	-2	100	-3	99	-2	-32	-1	-1	104
C/C(=N\Nc1ccc(C#N)cc1[N+](=O)[O-])c1ccc(O)cc1	.	23	.	94	.	?	.	-5	.	.	91
O=C(COc1ccc(-c2ccccc2)cc1)N/N=C/c1cc(O)ccc1Br	9	36	12	87	8	86	18	-22	12	12	94
OCC(O)CSc1nc(-c2ccccc2)nc2c1CCC2 (centres undefined)	-1	4	-4	99	-6	100	-15	-3	-10	-5	100

Entries of single compounds from above. Order of values: Bim-Bcl-W	Mcl1-Noxa inh	Mcl-1 Bim block	RGS8-Gao reg	Bim-Bcl-B	RGS7-Gao reg	Bfl-1 Bim block	Mcl1-Bid inh	Bcl-XL Bim block	Bcl-2 Bim block	RGS4-Gao reg
COc1ccc(CCC(=O)Nc2nc3ccccc3[nH]2)cc1OC reads 2	8	0	100	-3	98	-10	-33	-10	-8	97
OCC(O)CSc1nc(-c2ccccc2)nc2c1CCC2 (centres undefined) reads -1	4	-4	99	-6	100	-15	-3	-10	-5	100

(cont.)
SMILES	Bim-Bcl-W	Mcl1-Noxa inh	Mcl-1 Bim block	RGS8-Gao reg	Bim-Bcl-B	RGS7-Gao reg	Bfl-1 Bim block	Mcl1-Bid inh	Bcl-XL Bim block	Bcl-2 Bim block	RGS4-Gao reg
COCCNC(=S)Nc1ccc2[nH]c(=O)[nH]c2c1	-3	11	-4	97	-10	?	-3	-42	-4	-2	94
CC1CC(C)CN(Cc2nc3c(c(=O)n(C)c(=O)n3C)n2CCN2CCOCC2)C1 (centres undefined)	0	.	-1	102	-3	98	-10	-22	-7	-10	101
CC(=O)Oc1ccc(C2OC(=O)c3ccccc3N2C(C)=O)cc1 (centres undefined)	7	-14	0	106	-2	.	-10	-4	0	-4	.
CC(=O)Nc1cccc(C(=O)OCc2ccc([N+](=O)[O-])cc2)c1	-1	5	0	101	1	102	0	-14	0	-1	100
CCn1ccnc1CN(C)Cc1cn[nH]c1-c1ccc(F)cc1F	-4	-21	-3	100	-5	98	-13	-44	-4	-12	100
O=C(N/N=C\C=C\c1ccc2c(c1)OCO2)C1COc2cc3ccccc3cc2O1 (centres undefined)	1	8	0	105	-2	104	-1	-22	1	-1	99
CCOC(=O)N1CCN(C(=O)c2cc(-n3cnnc3)ccc2Cl)CC1	-6	-4	-1	103	-1	100	-3	-5	-4	-2	100
O=C(COC(=O)c1cncc(Br)c1)NCc1ccco1	-4	56*	-1	98	0	90	-1	-30	-1	-4	95
CCOC(=O)C1(Cc2ccccc2)CCN(Cc2cccc3c2OCO3)CC1	-2	-8	-5	104	-1	101	-5	-46	-2	-5	102
CN(C)/C=C/C(=O)c1cnc(-c2cccc(Cl)c2)s1	1	8	0	102	-3	99	-6	-46	0	-1	100
CC1CCC2(CC1)NC(=O)N(CC(=O)Nc1ccc3c(c1)OCCO3)C2=O (centres undefined)	-1	-8	-2	111	-4	111	-7	-4	-2	-6	109
CSc1nnc(C(C)(C)C)c(=O)n1/N=C/c1c(O)ccc2ccccc12	.	1	.	95	.	?	.	-49	.	.	92

Ordered by heavy-atom count (lowest first): some entries from above
SMILES	Bim-Bcl-W	Mcl1-Noxa inh	Mcl-1 Bim block	RGS8-Gao reg	Bim-Bcl-B	RGS7-Gao reg	Bfl-1 Bim block	Mcl1-Bid inh	Bcl-XL Bim block	Bcl-2 Bim block	RGS4-Gao reg
COc1ccc(C(=O)N2CCN=C2SC)cc1	-2	-2	-3	94	-5	90	-7	-18	-2	-1	94
COCCNC(=S)Nc1ccc2[nH]c(=O)[nH]c2c1	-3	11	-4	97	-10	?	-3	-42	-4	-2	94
CN(C)/C=C/C(=O)c1cnc(-c2cccc(Cl)c2)s1	1	8	0	102	-3	99	-6	-46	0	-1	100
O=C(COC(=O)c1cncc(Br)c1)NCc1ccco1	-4	56*	-1	98	0	90	-1	-30	-1	-4	95
OCC(O)CSc1nc(-c2ccccc2)nc2c1CCC2 (centres undefined)	-1	4	-4	99	-6	100	-15	-3	-10	-5	100
C/C(=N\Nc1ccc(C#N)cc1[N+](=O)[O-])c1ccc(O)cc1	.	23	.	94	.	?	.	-5	.	.	91
CC(=O)Nc1cccc(C(=O)OCc2ccc([N+](=O)[O-])cc2)c1	-1	5	0	101	1	102	0	-14	0	-1	100
CCn1ccnc1CN(C)Cc1cn[nH]c1-c1ccc(F)cc1F	-4	-21	-3	100	-5	98	-13	-44	-4	-12	100
CCOC(=O)N1CCN(C(=O)c2cc(-n3cnnc3)ccc2Cl)CC1	-6	-4	-1	103	-1	100	-3	-5	-4	-2	100
CSc1nnc(C(C)(C)C)c(=O)n1/N=C/c1c(O)ccc2ccccc12	.	1	.	95	.	?	.	-49	.	.	92
O=C(COc1ccc(-c2ccccc2)cc1)N/N=C/c1cc(O)ccc1Br	9	36	12	87	8	86	18	-22	12	12	94
CCOC(=O)C1(Cc2ccccc2)CCN(Cc2cccc3c2OCO3)CC1	-2	-8	-5	104	-1	101	-5	-46	-2	-5	102
O=C(COc1ccc(Cl)cc1Cl)NC(=S)Nc1ccc(CN2CCOCC2)cc1	.	5	.	96	.	?	.	-26	.	.	90
CC1CC(C)CN(Cc2nc3c(c(=O)n(C)c(=O)n3C)n2CCN2CCOCC2)C1 (centres undefined)	0	.	-1	102	-3	98	-10	-22	-7	-10	101

Bioassay records from PubChem BioAssay.
